Dengue-2 NS5 capping – flavivirus cap methylation enzyme inhibition – biochemical, confirmation dose response, primary screen (AID 588689) | Dengue-2 NS5 methyltransferase capping enzyme assay, biochemical; higher % means a stronger effect | inhibition, % at 25 µM; hits with a dose series show IC50 in µM | 340,000 compounds, 0.3% hits; in the data active = a potency from the dose series
* hit, by the source's call. An excerpt, so the mix of outcomes need not match the whole.

Dengue-2 NS5 capping,mol
-16%,Cc1ccc(S(=O)(=O)NN2CCCCCC2)cc1
0%,CN(C)c1ncnc2c1nnn2C1OC(CO)C(O)C1O (stereo not given)
0%,CC1COC(=C2C(=O)OCC2C)C1 (stereo not given)
-4%,CC1CC(=O)Nc2ccccc2N1C(=O)COc1ccccc1C(N)=O (stereo not given)
-2%,CCCn1c(=S)[nH]c2cc(C(=O)N3CCN(c4ccc(F)cc4)CC3)ccc2c1=O
2%,COc1ccc(C(=O)N2CCOC2CNC(=O)C(=O)NCc2ccc(C)cc2)cc1 (stereo not given)
-4%,Cc1cnc(C(=O)OCC(=O)c2cc(C)n(CCc3ccc(F)cc3)c2C)cn1
24%,CC(C)(C)Cc1c(-c2ccc(C#N)cc2)nc2ccc(Cl)cn12
3%,CCC/C=C/c1ccc(CN2C(C(C)C)C(=O)N(Cc3cn(CCOCOC)nn3)CCS2(=O)=O)cc1 (stereo not given)
3%,CCN(CC)C(=O)C1=C(C)N(Cc2ccc(OC)cc2)C(=O)C(CC(=O)NCCCCc2ccccc2)C1 (stereo not given)
-1%,COC1CC(N)C2OC(c3ccccc3)OCC2O1 (stereo not given)
-2%,Cc1ccc(C(=O)Nc2ccccc2C(=O)N2CC(C)OC(C)C2)cc1 (stereo not given)
3%,CCn1cc(/C=C(\NC(=O)c2ccccc2OC)C(=O)N2CCOCC2)c2ccccc21
1%,O=C1NC(Cc2ccc(O)cc2)c2nc3ccc(Cl)cc3c(=O)n2-c2cc3ccccc3cc21 (stereo not given)
-1%,COC(=O)C[C@H]1C[C@H]2c3cc(NC(=O)Nc4ccc(C(F)(F)F)cc4)ccc3O[C@H]2[C@@H](CO)O1
1%,O=C(Nc1ccccn1)C(c1ccccc1)c1ccccc1
2%,COc1ccc2c(CC(=O)Nc3ccc4nc(N5CCOCC5)sc4c3)coc2c1
13%,CCOC(=O)C1=C(C)OC(=CC=Cc2ccccc2)C1=O
-10%,CCC[C@H]1CN(c2ccc(OC)cc2)C(=O)[C@@H]1CC(=O)NC
-5%,O=C(COC(=O)c1cccc(Br)c1)Nc1cccc(S(=O)(=O)N2CCCCC2)c1
0%,COc1ccccc1NC(=O)COC(=O)Cn1c(C)csc1=O
-9%,C[C@@H]1CCCCO[C@@H](CN(C)C(=O)CCCN(C)C)[C@@H](C)CN([C@H](C)CO)C(=O)c2cc(NC(=O)CCC(F)(F)F)ccc2O1
1%,Cc1cc(NC(=O)CSc2nnc3ccc(-c4ccccc4)nn23)no1
-1%,Cc1ccc2c(=O)n3c(nc2c1)C(C)NC(=O)c1cccnc1-3 (stereo not given)
2%,CCN(CC)C(=O)C1=C(C)N(CCCN2CCCC2=O)C(=O)C(CC(=O)NCCCN(C)C)C1 (stereo not given)
-5%,CC1=C(C(=O)N2CCOCC2)CC(CC(=O)NCCc2ccccn2)C(=O)N1Cc1ccc(F)cc1 (stereo not given)
-3%,C[C@H]1CN([C@@H](C)CO)C(=O)CCCn2cc(nn2)CO[C@@H]1CN(C)S(=O)(=O)c1ccc(Cl)cc1
-10%,Cc1noc(C)c1NC(=O)N(C)C[C@@H]1OCc2cnnn2CCCC(=O)N([C@@H](C)CO)C[C@@H]1C
0%,CC(C)(C)OC(=O)N1CCc2onc(-c3ccc(Br)cc3)c2C1=O
-4%,O=C(CSc1nc2ccccc2c(=O)n1-c1ccc(F)cc1F)NC1CC1

Reformatted in CSV form: entries from further up.
mol,Dengue-2 NS5 capping
CC1CC(=O)Nc2ccccc2N1C(=O)COc1ccccc1C(N)=O (stereo not given),-4%
CCCn1c(=S)[nH]c2cc(C(=O)N3CCN(c4ccc(F)cc4)CC3)ccc2c1=O,-2%
COc1ccc(C(=O)N2CCOC2CNC(=O)C(=O)NCc2ccc(C)cc2)cc1 (stereo not given),2%
Cc1cnc(C(=O)OCC(=O)c2cc(C)n(CCc3ccc(F)cc3)c2C)cn1,-4%
CC(C)(C)Cc1c(-c2ccc(C#N)cc2)nc2ccc(Cl)cn12,24%
CCC/C=C/c1ccc(CN2C(C(C)C)C(=O)N(Cc3cn(CCOCOC)nn3)CCS2(=O)=O)cc1 (stereo not given),3%
CCN(CC)C(=O)C1=C(C)N(Cc2ccc(OC)cc2)C(=O)C(CC(=O)NCCCCc2ccccc2)C1 (stereo not given),3%
COC1CC(N)C2OC(c3ccccc3)OCC2O1 (stereo not given),-1%
Cc1ccc(C(=O)Nc2ccccc2C(=O)N2CC(C)OC(C)C2)cc1 (stereo not given),-2%
CCn1cc(/C=C(\NC(=O)c2ccccc2OC)C(=O)N2CCOCC2)c2ccccc21,3%
O=C1NC(Cc2ccc(O)cc2)c2nc3ccc(Cl)cc3c(=O)n2-c2cc3ccccc3cc21 (stereo not given),1%
COC(=O)C[C@H]1C[C@H]2c3cc(NC(=O)Nc4ccc(C(F)(F)F)cc4)ccc3O[C@H]2[C@@H](CO)O1,-1%
O=C(Nc1ccccn1)C(c1ccccc1)c1ccccc1,1%
COc1ccc2c(CC(=O)Nc3ccc4nc(N5CCOCC5)sc4c3)coc2c1,2%
CCOC(=O)C1=C(C)OC(=CC=Cc2ccccc2)C1=O,13%
CCC[C@H]1CN(c2ccc(OC)cc2)C(=O)[C@@H]1CC(=O)NC,-10%
O=C(COC(=O)c1cccc(Br)c1)Nc1cccc(S(=O)(=O)N2CCCCC2)c1,-5%
COc1ccccc1NC(=O)COC(=O)Cn1c(C)csc1=O,0%
C[C@@H]1CCCCO[C@@H](CN(C)C(=O)CCCN(C)C)[C@@H](C)CN([C@H](C)CO)C(=O)c2cc(NC(=O)CCC(F)(F)F)ccc2O1,-9%
Cc1cc(NC(=O)CSc2nnc3ccc(-c4ccccc4)nn23)no1,1%
Cc1ccc2c(=O)n3c(nc2c1)C(C)NC(=O)c1cccnc1-3 (stereo not given),-1%
CCN(CC)C(=O)C1=C(C)N(CCCN2CCCC2=O)C(=O)C(CC(=O)NCCCN(C)C)C1 (stereo not given),2%
CC1=C(C(=O)N2CCOCC2)CC(CC(=O)NCCc2ccccn2)C(=O)N1Cc1ccc(F)cc1 (stereo not given),-5%

Next entries:
Dengue-2 NS5 capping,mol
1%,CC(C)(C)NC1=NCCNC(c2ccccc2)=C1
0%,O=C(Nc1ccc([N+](=O)[O-])cc1Cl)c1cccc([N+](=O)[O-])c1
-1%,COc1ccc(OC)c(CN2CCN(Cc3ccc(OC)c(OC)c3OC)CC2)c1
-5%,O[C@@H]1CN(CC2CCCCC2)[C@@H](c2ccccc2)C[C@H]1n1cc(-c2ccc(F)cc2)nn1
3%,Nc1ccn(CCCN2CCN(C(=O)C3CC3)CC2)c(=O)n1
-2%,CC1Cc2ccccc2N1C(=O)COC(=O)c1ccco1 (stereo not given)
-3%,O=C1OC(Cc2ccccc2)(c2ccccc2)c2ccccc21 (stereo not given)
0%,O=C(Cc1cccc2ccccc12)NCC(=O)N1CCN(CC(=O)Nc2ccc(F)cc2)CC1
2%,CN1CCC(OC2c3ccccc3CCc3ccccc32)CC1
6%,O=C(Nc1nnc(-c2ccco2)o1)c1ccc(S(=O)(=O)N2CCCCC2)cc1
-6%,CC(=O)Oc1ccc2c(c1)C(=O)CCCCCC(=O)O2
5%,CCC(C)NC(=O)c1ccc(N2CC3CC(C2)c2cccc(=O)n2C3)c(NC(=O)c2c(F)cccc2F)c1 (stereo not given)
28%,COc1ccc(C(C#N)=C2C=C(Cl)C(=NO)C=C2Cl)cc1
-2%,COc1cccc(S(=O)(=O)N(C)C[C@H]2Oc3ncc(Br)cc3C(=O)N([C@@H](C)CO)C[C@@H]2C)c1
1%,O=C(CCNC(=O)c1ccccc1Cl)Nc1ccc(S(=O)(=O)N2CCOCC2)cc1
4%,CCN1CCN(CCNC(=O)c2ccc3c(c2)NC(=O)/C(=C\c2cccc(Cl)c2)S3)CC1
1%,O=C(OCC(=O)N1CCOCC1)c1cncc(Br)c1
-2%,N#Cc1nc2ccccc2n1OCc1ccccc1
3%,N#Cc1ccc(NC(=O)COC(=O)c2cccc(S(=O)(=O)N3CCCC3)c2)cc1
-2%,Cc1ccccc1OCC(=O)OCC(=O)NC1CCCC1
5%,Cc1ccc(NC(=O)c2ccc3c(c2)CCN3S(C)(=O)=O)cc1
-6%,CCCCCC(=O)N1C[C@@H](O)[C@H](n2cc(COC(=O)c3ccccc3)nn2)C[C@@H]1c1ccc(OC)cc1
2%,COc1cc([N+](=O)[O-])c(C)cc1NC(=O)c1ccc(OC)c(OC)c1
0%,C[C@@H]1CN([C@H](C)CO)C(=O)CCCn2nncc2CO[C@@H]1CN(C)S(=O)(=O)c1ccc2c(c1)OCCCO2
7%,COc1ccc(CN2C(=O)C(CC(=O)NCc3cccs3)CC(C(=O)N(C)C)=C2C)cc1 (stereo not given)
-3%,O=c1[nH]cc(Cc2ccccc2)c(=O)[nH]1
8%,O=C(C(=O)N1CCN(c2ccccc2F)CC1)c1cn(CC(=O)N2CCCC2)c2ccccc12
-4%,CCCCN1C(=O)C(CC(=O)NCCCN(C)C)CC(C(=O)N2CCOCC2)=C1C (stereo not given)
-3%,COc1ccc(-c2nc(S(=O)(=O)c3ccccc3)c(N3CCN(C)CC3)o2)cc1
-1%,O=C1NC2C3CC(c4ccccc43)C12 (stereo not given)

Single values from the list:
Under Dengue-2 NS5 capping, CC1Cc2ccccc2N1C(=O)COC(=O)c1ccco1 (stereo not given) reads -2%
Under Dengue-2 NS5 capping, O=C(Cc1cccc2ccccc12)NCC(=O)N1CCN(CC(=O)Nc2ccc(F)cc2)CC1 reads 0%

Continued.
Dengue-2 NS5 capping,mol
5%,O=C(COC(=O)C1CC1)Nc1cccc(Cl)c1
5%,C[C@H]1CN([C@@H](C)CO)C(=O)CCCn2cc(nn2)CO[C@@H]1CN(C)C(=O)Nc1cccc(F)c1
-10%,O=c1[nH]c(C(F)(F)F)nc2c1nc1n2CCC1
1%,Cc1ccc(NC(=O)COC(=O)c2ccc3ncsc3c2)c(C)c1
-3%,COCC(=O)Nc1ccc2c(c1)[C@@H]1C[C@H](CC(=O)OC)O[C@H](CO)[C@@H]1O2
1%,COc1ccc(CCNC(=O)c2ccc(F)c(S(=O)(=O)N3CCCCC3)c2)cc1
2%,O=C(Nc1ccn(CCCNCC(c2ccccc2)c2ccccc2)c(=O)n1)OCc1ccccc1
-2%,CC1NC(=O)c2cccnc2-n2c1nc1ccccc1c2=O (stereo not given)
-9%,C[C@@H]1CN([C@H](C)CO)S(=O)(=O)c2ccc(Br)cc2O[C@H]1CN(C)S(C)(=O)=O
-2%,CC1CCCCN1CCNC(=O)c1ccc2c(c1)N(Cc1cccc(Cl)c1)C(=O)c1ccccc1S2(=O)=O (stereo not given)
-2%,C[C@@H]1CN([C@H](C)CO)C(=O)CCCn2nncc2CO[C@H]1CN(C)C
-1%,Cc1cc(NC(=O)CSCC(=O)OCC(=O)c2ccc(Br)cc2)no1
-3%,CCOC(=O)C(=O)Nc1ccc(S(=O)(=O)Nc2nccc(C)n2)cc1
-3%,O=C(O)c1ccc(S(=O)(=O)NN=Cc2c[nH]c3ccccc23)cc1
-3%,Cc1ccc(S(=O)(=O)N2C[C@@H](C)[C@]3(C2)[C@H](O)[C@H](OC(=O)Nc2cccs2)C[C@H]2C(=O)N(c4ccccc4)C(=O)[C@H]23)cc1
0%,CCCc1c(C(=O)N/N=C/C2CC=CCC2)nnn1-c1nonc1N (stereo not given)
-2%,Cc1ccc(NC(=O)COC(=O)CCc2c[nH]c3ccccc23)cc1
2%,COc1ccc(N2CCN(C(=O)c3ccc(CS(=O)c4cccc(Cl)c4)o3)CC2)cc1 (stereo not given)
-2%,CCCc1cc(C(=O)OCC(=O)NCCc2ccccc2)sc1C
3%,O=C(NCCO)/C(=C\c1cccc([N+](=O)[O-])c1)NC(=O)c1cccs1
4%,COc1ccc(CN2CCN(C(=O)c3ccccc3C(=O)c3ccccc3)CC2)cc1F
-4%,C[C@H](NC(=O)c1ccccc1)C(=O)OCC(=O)Nc1ccc(Cl)cn1
-5%,C[C@H](CO)N1C[C@H](C)[C@@H](CN(C)S(=O)(=O)c2ccc(C#N)cc2)OCc2cn(nn2)CCCC1=O
-4%,CC12CCC3c4ccc(O)c([N+](=O)[O-])c4CCC3C1CCC2=O (stereo not given)
2%,COCC(=O)N(C)C[C@@H]1Oc2ncc(Br)cc2C(=O)N([C@@H](C)CO)C[C@H]1C
-6%,N#Cc1cccc(OC(=O)C2CCN(C(=O)c3ccc(F)cc3)CC2)c1
-3%,C[C@@H]1CN([C@H](C)CO)C(=O)c2cc(Br)cnc2O[C@@H]1CN(C)C(=O)c1cccc(F)c1
-3%,COc1cc2c(cc1O)C(CSC)Cc1cc3c(cc1N(C)CC2)OCO3 (stereo not given)
